# 14-3-3g Raf: 14-3-3 gamma protein interaction modulation. inhibition, % at 40 µM. 160,000 compounds, 0.19% hits. FP, 14-3-3gamma / TMR-pS259-Raf peptide binding. AID 422; in the data active = inhibition above about 30%;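 also: 0% = protein plus tracer without compound and 100% = blank with tracer alone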
# Target sequence (P61981 whole entry, looked up): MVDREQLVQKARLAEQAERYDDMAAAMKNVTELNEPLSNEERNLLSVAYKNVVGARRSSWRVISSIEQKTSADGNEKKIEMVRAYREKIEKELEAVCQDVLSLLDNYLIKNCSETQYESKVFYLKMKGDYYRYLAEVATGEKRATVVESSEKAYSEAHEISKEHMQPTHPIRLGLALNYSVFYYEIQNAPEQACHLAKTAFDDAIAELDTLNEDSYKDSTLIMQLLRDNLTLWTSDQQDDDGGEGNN
# Numbers without * were called inactive; & = joins results of further samples. Some of the compounds tested (hit frequency here may not be typical).
SMILES,14-3-3g Raf
COc1ccc(C2C(C(=O)N(C)C3CCCCC3)c3ccccc3C(=O)N2C2CCCCC2)cc1 (stereo not drawn),-8
O=C(Nc1ccc(Br)cc1)c1cc(-c2ccc3c(c2)OCO3)on1,-26
O=c1cc(Nc2ccc3c(c2)OCO3)[nH]c(=O)n1-c1ccc(Br)cc1,-5
O=c1c2ccccc2nc(SCC=Cc2ccccc2)n1-c1ccccc1,-6
COc1ccccc1-n1c(SCc2cccc(C)c2)nc2c(c1=O)SCC2,-33
CC(C)NC(=O)c1c(NC(=O)c2ccccc2F)sc2c1CCC2,-6
Cc1[nH]c2ccc(F)cc2c(=O)c1SC(F)(F)C(F)C(F)(F)F (stereo not drawn),-21
COc1ccc2[nH]c(C(=O)O)c(NS(=O)(=O)c3ccc(Cl)s3)c2c1,-2
CC(C)OC(=O)C1C2C=CC3(CN(CC4CCCO4)C(=O)C13)O2 (stereo not drawn),0
O=C(CN1C(=O)c2ccccc2C1=O)Nc1nc(-c2cccs2)c(C(=O)C(F)(F)F)s1,-6
COc1cccc(CN2CCN(CC(=O)Nc3ccccc3F)CC2)c1,-3
Cc1cccc(-c2nnc(SCC(=O)N3CCCCC3)o2)c1,0
O=C(NC1CCCCCC1)c1c(O)c2cccc3c2n(c1=O)CC3,-3
CCOc1ccc(C(=O)O)cc1[N+](=O)[O-],-8
Cc1cc(C)c(S(=O)(=O)N2CCCN(S(=O)(=O)c3c(C)cc(C)cc3C)CC2)c(C)c1,9
Cc1ccc(N2C(=O)SC(Nc3ccc(I)cc3)C2=O)cc1 (stereo not drawn),-1
Nc1nc(SCc2ccc(Cl)cc2)ns1,3
Clc1ccccc1CN(Cc1ccccc1)c1ncnc2nc[nH]c12,-6
CC(C)[C@H](NC(=O)NC1CCCc2ccccc21)C(=O)O (stereo partly drawn),-7
CCCCn1c(CN2CCCCC2CC)nc2c1c(=O)n(C)c(=O)n2C (stereo not drawn),-2

# Three entries from above, as labelled records:
O=C(CN1C(=O)c2ccccc2C1=O)Nc1nc(-c2cccs2)c(C(=O)C(F)(F)F)s1
  14-3-3g Raf: -6
COc1cccc(CN2CCN(CC(=O)Nc3ccccc3F)CC2)c1
  14-3-3g Raf: -3
Cc1cccc(-c2nnc(SCC(=O)N3CCCCC3)o2)c1
  14-3-3g Raf: 0

# Going on with the list:
SMILES,14-3-3g Raf
CC(=O)N(Cc1cccs1)C1CCOC(C)(C)C1 (stereo not drawn),-5
O=C(CSc1ncnc2sc3c(c12)CCC3)Nc1ccc(F)cc1,-22
COc1cc(Nc2nc(SCc3cccc([N+](=O)[O-])c3)nc3ccccc23)cc(OC)c1OC,-33
COc1ccccc1N1CCN(C(=O)Cn2nc(C(F)(F)F)c3c2CCC3)CC1,-10
COc1ccc(OC)c(Nc2ncnc3c2cnn3-c2cccc(C)c2)c1,-3
O=C1C2CC=CCC2C(=O)N1c1ccc(O)cc1 (stereo not drawn),0
CCc1nc(SCC(=O)N2CCN(C(=O)c3ccco3)CC2)c2c3c(sc2n1)CCCC3,-8
CCN(CCNC(=O)C1CCC(=O)N1Cc1ccc(C)cc1)c1ccccc1 (stereo not drawn),0
CCc1ccc(OCC2c3cc(OC)c(OC)cc3CCN2C(=O)c2cccc(F)c2)cc1 (stereo not drawn),-1
COc1ccccc1NC(=O)CSc1nc2ccc(N=Cc3cc(Cl)ccc3O)cc2s1,-16
CCC(C)NC(=O)C1c2cc(OC)c(OC)cc2C(=O)N(C)C1c1cccs1 (stereo not drawn),0
COC(=O)c1ccc2c(c1)nc(SCc1cc(=O)n3cc(Cl)ccc3n1)n1c3ccccc3nc21,-6
CCc1nnc(SCc2ccc(OC(C)C)cc2)n1N,3
O=C(Nc1sc2c(c1C(=O)NCCc1ccccc1)CCCCC2)c1ccccc1F,3
Cn1c(=O)n(Cc2ccccc2)c(=O)c2c1[nH]c(=S)n2Cc1ccccc1,-7
Cc1ccc(S(=O)(=O)CC(C)N2CCCCC2)c(S(=O)(=O)CC(C)N2CCCCC2)c1 (stereo not drawn),-41
Cc1cc(C(=O)Nc2nnc(C3CCCCC3)s2)no1,-8
Nc1c(C(=O)Nc2ccc([N+](=O)[O-])cc2)sc2nc3c(c(-c4ccco4)c12)CCC3,-13
COc1ccc(CNC(=O)C2C3C=CC4(CN(Cc5cccs5)C(=O)C24)O3)cc1 (stereo not drawn),-13
CCOc1ccc(NC(=O)CSc2nc3ccc(N)cc3s2)cc1,-8
O=c1[nH]c2ccc(S(=O)(=O)N3CCc4ccccc4C3)cc2[nH]c1=O,-4
COc1ccc(NC(=O)C2C3C=CC4(O3)C2C(=O)N(CC2COc3ccccc3O2)C4C(=O)NC2CCCC(C)C2C)cc1 (stereo not drawn),-20
CCOC(=O)C(C)Oc1ccc(=O)n(-c2ccccc2)n1 (stereo not drawn),15
COC(=O)C1=C(C)NC(=O)NC1c1cc(C(C)(C)C)c(O)c(C(C)(C)C)c1 (stereo not drawn),1
COc1cc(C2C=C(c3cccs3)Nc3ncnn32)cc(OC)c1OC (stereo not drawn),-1
O=c1c2c3c(sc2ncn1Cc1ccc(C(F)(F)F)cc1)CCC3,-12
Cc1cc(C)nc(/N=C(\NC(=O)COc2ccc(Cl)cc2)Nc2ccccc2)n1,-88
CC(C)n1c2ccc(Br)cc2c2nc3ccccc3nc21,-3
O=C(Nc1ccc(Cl)c(C(F)(F)F)c1)C1CC(=O)N(c2ccccc2)C1 (stereo not drawn),-8
COc1ccc(CCNC(=O)CCn2cccc2)cc1OC,4
O=C(Nc1cccc(NS(=O)(=O)c2ccc(S(=O)(=O)NC3CC3)cc2)c1)c1ccccn1,-11
Cc1cc(NC(=O)CSc2ccc3nnc(-c4cccc(F)c4)n3n2)no1,-13
COc1ccccc1C1/C(=C(\O)c2c(C)nc3c(C)cccn23)C(=O)C(=O)N1CCCN(C)C (stereo not drawn),-7
CCn1nnnc1SCC(=O)c1ccc(NC(C)=O)cc1,-10
COC(=O)c1cc(-c2cccc(OC)c2OC)no1,-1
NC(=O)CSc1nc2c([nH]c3ccccc32)c(=O)n1-c1cccc(Cl)c1,-8
CCOC(=O)c1cnc2c(C)cc(C)cc2c1NCCc1ccccc1,2
CCOC(=O)Cc1csc(NS(=O)(=O)c2ccccc2)n1,-2
CC(=O)Nc1ccc(NS(=O)(=O)c2cc(-c3n[nH]c(=O)c4ccccc34)ccc2C)cc1,-21
CCN(C(=O)c1c(OC)cccc1OC)c1nnc(-c2cccnc2)s1,-13

# Some values from above:
# Result of Cc1cc(NC(=O)CSc2ccc3nnc(-c4cccc(F)c4)n3n2)no1 in 14-3-3g Raf: -13
# Result of NC(=O)CSc1nc2c([nH]c3ccccc32)c(=O)n1-c1cccc(Cl)c1 in 14-3-3g Raf: -8

# Remaining list, next part.
SMILES,14-3-3g Raf
O=C(CCN1C(=O)C2C3C=CC(CC3)C2C1=O)N1CCN(Cc2ccccc2)CC1 (stereo not drawn),-2
O=C1C(SCCO)=C(SCCO)C(=O)c2ccccc21,0
CCCCn1c(=N)n(CC(O)COc2ccccc2)c2ccccc21 (stereo not drawn),5
COc1ccccc1C1C(C(=O)Nc2cccc(C)n2)=C(C)NC2=C1C(=O)CC(C)(C)C2 (stereo not drawn),1
COc1ccccc1NC(=O)c1c(NC(=O)c2ccccc2F)sc2c1CCCCC2,-49
O=C(Nn1cnnc1)C1Cc2ccccc2CN1S(=O)(=O)c1ccc(F)cc1 (stereo not drawn),-5
CCOc1ccc(NS(=O)(=O)c2ccc3c(c2)C2C=CCC2C(c2ccc(C(=O)O)cc2)N3)cc1 (stereo not drawn),-253
CCc1ccccc1NC(=O)c1cc(-c2ccc(Br)cc2)on1,-9
COc1ccc(Cl)cc1NC(=O)c1cc(S(=O)(=O)N2CCCCCC2)ccc1F,-23
CCOC(=O)N1CCC(N(CCCOC)C(=O)Nc2cccc(OC)c2)CC1,-4
CCOC(=O)N1CCN(C(=O)C2CCN(Cc3nc(-c4ccccc4C)oc3C)CC2)CC1,1
CCN1C(=O)CC(C(=O)Nc2ccc(I)cc2)SC1=Nc1ccc2c(c1)OCO2 (stereo not drawn),0
O=C(CSc1nnc(-c2ccc(Cl)s2)o1)Nc1nccs1,-7
COc1ccc(C2(c3ccc(OC)c(C)c3)CCCC2)cc1C,-5
COc1cc(Cl)c(C)cc1NC(=O)c1cc(S(=O)(=O)N2CCCC2)ccc1F,-16
COc1ccc(OC)c(-n2c(SC)nnc2-c2c[nH]c3ccccc23)c1,1
O=C(CCN1CCCCC1)NCC1OCCc2ccccc21 (stereo not drawn),4
COc1ccc(CCn2nnnc2C(C(C)C)N2CCN(c3ncccn3)CC2)cc1OC (stereo not drawn),-9
Cc1nn(-c2ccccc2)c2sc(C(=O)OC(C)C)cc12,2
Cc1ccc(N(CC(=O)Nc2ccc(F)c(Cl)c2)S(=O)(=O)c2c(C)noc2C)cc1,-5
CCOC(=O)c1cn(CC)c2ccc(S(=O)(=O)N3CC(C)CC(C)C3)cc2c1=O (stereo not drawn),-2
O=P(O)(CN1CCCCC1)CN1CCCCC1,2
COC(=O)c1c(O)ccc(-c2ccc(OC)cc2)c1C(=O)OC,-5
COc1ccc(Cl)cc1C(=O)Nc1ccc2nc(N3CCCCC3)cc(C)c2c1,9
CCCc1cc(=O)oc2cc3oc(C)c(-c4ccccc4)c3cc12,-2
CCc1ccc(Oc2coc3cc(OC(=O)C4CCCCC4)ccc3c2=O)cc1,-4
CCc1c(C#N)c(SCC(=O)Nc2nsc(-c3ccccc3)n2)nc2c1C(=O)CC(C)(C)C2,-4
O=c1c2c(nc3c(-c4ccccc4)c[nH]n13)CCC2,-17
COCCNc1cccc2c1C(=O)c1ccccc1C2=O,-120
CCCCOC(=O)C(C#N)c1nc2ccccc2nc1N1CCOCC1 (stereo not drawn),1
Cc1cccc(C#CCN2CCCCC2)c1,-6
CC1CCN(C(=O)CCCN2C(=O)c3cccc4cccc(c34)C2=O)CC1,-9
CC(C)(C)N=C(NS(=O)(=O)c1ccc(F)cc1)c1ccccc1,3
Cc1ccc(NC(=O)CCc2nc(-c3cccs3)no2)cc1F,-2
CC(=O)ON1C(C)(C)CC(OC(=O)c2ccccc2)CC1(C)C,-3
Cc1ccc(-n2c(=O)c3c4c(sc3n3c(SCc5ccccc5)nnc23)COC(C)(C)C4)cc1,3
COC(=O)CSC1=C(C#N)C(c2ccc(F)cc2)CC(=O)N1 (stereo not drawn),3
COC(=O)C(CO)NC(=O)c1ccccc1 (stereo not drawn),5
CCOC(=O)CSc1nc2ccccc2c(=O)n1C1CCCC1,-6
COC(=O)[C@H](C)NC(=O)Nc1ccc(OC(F)(F)F)cc1,-7
Oc1ccc2ccccc2c1C=Nc1ncn[nH]1,-1
CCOc1ccc(S(=O)(=O)N(C)CCO)cc1-c1nc2c(C(C)(C)C)nn(C)c2c(=O)[nH]1,-12&-5
CN(CC(=O)NCc1ccc(Cl)cc1)S(=O)(=O)c1cccc2nsnc12,-12
Cc1c(C(=O)NC2CCCC(C)C2C)sc2ncn(C)c(=O)c12 (stereo not drawn),-3
COc1ccc(N2CCN(C(=O)c3ccc(S(=O)(=O)CC4CCCO4)c([N+](=O)[O-])c3)CC2)cc1 (stereo not drawn),-5
CCOC(=O)c1cc2c(=O)n3ccccc3nc2n(C)c1=NC(=O)c1ccc(OC)c(OC)c1,-14
COc1ccc(C(=O)C(c2ccccc2)N2CCOCC2)cc1 (stereo not drawn),-8
Cc1cc(Cl)ccc1OCC(=O)Nc1ccc(-c2nc3ncccc3o2)cc1,-9
Nc1ccc(-c2nc3ccc(N)cc3s2)cc1,-15
CCN(CC)C(=O)Nc1cnc2ccccc2c1,-6
S=c1[nH]nc(COc2ccccc2)o1,2
CCOc1ccccc1NC(=O)C1=C(C)NC(=O)NC1c1cccs1 (stereo not drawn),-4
COc1cc(OC)cc(C(=O)N2c3ccccc3Sc3ccccc32)c1,-12
O=C(O)CSc1nnc(Cn2cnc3ccccc32)n1CCc1ccccc1,-8
COc1ccc(NC(=O)c2cc3nc(-c4ccc(C)cc4)cc(C(F)(F)F)n3n2)cc1,3
CCCCCOC(=O)CSc1nc2sc3c(c2c(=O)n1-c1ccccc1)CC(C)(C)OC3,-10
C=CCc1cccc(C=Nc2sc3c(c2C#N)CCC(C)C3)c1O (stereo not drawn),-5
O=C(c1ccco1)N1CCN(CC(O)Cn2c3ccccc3c3ccccc32)CC1 (stereo not drawn),-5
COc1ccc(C(=O)COc2ccccc2N2C(=O)C3C4C=CC(C5CC45)C3C2=O)cc1 (stereo not drawn),-13
COc1ccc(CNC(=O)c2c(Nc3ccccc3C)sc(C(=O)c3ccccc3)c2N)cc1,-12

# By substructure, the compounds so far with bromine
SMILES,14-3-3g Raf
O=C(Nc1ccc(Br)cc1)c1cc(-c2ccc3c(c2)OCO3)on1,-26
O=c1cc(Nc2ccc3c(c2)OCO3)[nH]c(=O)n1-c1ccc(Br)cc1,-5
CC(C)n1c2ccc(Br)cc2c2nc3ccccc3nc21,-3
CCc1ccccc1NC(=O)c1cc(-c2ccc(Br)cc2)on1,-9

# Further structures:
SMILES,14-3-3g Raf
CCOC(=O)c1ccc(NCc2ccc3c(c2)OCO3)cc1,-6
O=C(c1ccco1)N1CCCN(C(=O)c2ccco2)CC1,-4
CC1CCCCN1CCCNc1ccc(N2C(=O)CCCC2=O)cc1[N+](=O)[O-] (stereo not drawn),2
O=C(CN1CCN(Cc2ccccc2F)C1=O)NCc1ccco1,5
CCCOc1ccc(C2NC(=O)NC(C)=C2C(=O)OCC2CCCCC2)cc1 (stereo not drawn),-10
Cc1nc2nc(SCC(=O)NC3CC3)nn2c(C)c1Cc1ccccc1Cl,-20
O=C(CSc1nc2ccsc2c(=O)n1-c1ccc(Cl)cc1)N1CCCC1,-5

# Four entries out of the list, sorted by number of heavy atoms, highest first.
SMILES,14-3-3g Raf
CCCOc1ccc(C2NC(=O)NC(C)=C2C(=O)OCC2CCCCC2)cc1 (stereo not drawn),-10
Cc1nc2nc(SCC(=O)NC3CC3)nn2c(C)c1Cc1ccccc1Cl,-20
O=C(CN1CCN(Cc2ccccc2F)C1=O)NCc1ccco1,5
CCOC(=O)c1ccc(NCc2ccc3c(c2)OCO3)cc1,-6

# Screening data deposited in PubChem BioAssay by Emory University Molecular Libraries Screening Center.
